High-throughput results (PubChem)
Keap1-Nrf2 PPI: disrupts human Keap1 binding to Nrf2 peptide; inhibition, % at 9.4 µM; AID 504523; 340,000 compounds, 0.15% hits; Q14145; Keap1 Kelch-Nrf2 peptide fluorescence polarization, 1536-well; in the data active = inhibition above about 12%;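 also: human Keap1 Kelch domain with fluorescein labeled Nrf2 9mer peptide probe; 0% = neutral control wells and 100% = peptide positive control; higher means more block of Keap1 binding to Nrf2 peptide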
DAGLB inhibitor: diacylglycerol lipase beta (human) inhibition; Q8NCG7; HEK293T DAGLB membrane lysate, EnzChek fluorogenic substrate; inhibition, % at 5.17 µM; 340,000 compounds, 0.059% hits; in the data active = inhibition above about 34%;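 also: 0% = enzyme with vehicle and 100% = wells lacking enzyme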
SR-BI uptake up: SR-BI HDL lipid transfer activation; CHO ldlA[mSR-BI] cells, DiI-HDL uptake fluorescence, 3 h; 100 = double the neutral-control signal; activation, % at 12.5 µM; 320,000 compounds, 0.096% hits;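 active = mean replicate activation of at least 60% and every replicate at or above 60%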;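 also: 0% = median plate neutral-control signal and 100% = twice that signal; values of inactives mirror those of a sister screen read the other way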
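System: LDL receptor-deficient CHO ldlA cells overexpressing murine SR-BI | Timing: 3 h uptake period with compound, 37 °C | Medium: HEPES-buffered (25 mM, pH 7.4) F12 plus 0.5% BSA | Dosing: Single-point compound dose | Signal: Bottom-read fluorescence, 550/595 nm | Read-out: Retained DiI signal reflecting DiI-HDL uptake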
SR-BI HDL uptake: mouse SR-BI HDL lipid transfer inhibition | inhibition, % at 12.5 µM | 320,000 compounds, 0.96% hits | Q61009 | ldlA[mSR-BI] CHO cells, DiI-HDL uptake fluorescence, 3 h | AID 488896;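 active = mean replicate inhibition of at least 70% and a set share of replicates each scoring 70 or more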;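 also: 0% = median of neutral control wells and 100% = median of positive control wells; values of inactives mirror those of a sister screen read the other way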
LANA DNA inh: KSHV C-LANA DNA binding inhibition. MBP-C-LANA/FAM-LBS DNA binding, fluorescence polarization. inhibition, % at 9 µM. 340,000 compounds, 0.078% hits;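 active = highest replicate inhibition at or above 60% at 9 µM, even if other replicates fall short; inactive = all replicates below 60% inhibition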;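 also: 0% = neutral control wells and 100% = 4 µM acridine orange control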
RTF Ca sens inh: cardiac RTF calcium desensitization; P19429+P45379; IANBD-labeled cardiac RTF, Ca2+ fluorescence; 340,000 compounds, 0.12% hits; inhibition, % at 7.15 µM;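 active = inhibition above the mean inhibition of all tested compounds plus 3 SD, cut at about 17% in these data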;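 also: assay run at fixed EC70 calcium of 1.6 mM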
PvdQ inh: blocks Pseudomonas aeruginosa PvdQ acylase activity; 340,000 compounds, 0.063% hits; AID 488965; purified PvdQ acylase, fluorescence plate reader; inhibition, % at 10 µM; in the data active = inhibition above about 30%, passing the limit was not always enough;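 also: 0% = vehicle neutral wells and 100% = reference inhibitor wells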
Arrestin-AP2 inh: blocks beta-arrestin peptide binding to AP2 adaptin. FITC-arrestin peptide / GST-AP2 beads, flow cytometry; AP2 beta2 appendage carries R879A mutation. inhibition, % at 10 µM. 340,000 compounds, 0.31% hits;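 active = inhibition above a set limit, near 3 SD of compounds lacking own fluorescence, cut at about 54% in these data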;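 also: plate controls were DMSO wells for no effect and 5 µM unlabelled arrestin peptide for full effect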
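test system = AP2 appendage R879A on GSH beads | buffer or medium = PBS plus Tween 20 (0.05%) and BSA (0.1%) | incubation = 12 min plus 1 h, RT | detection = bead flow cytometry, FITC channel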
PKA-R2B act: activates the human PKA-R2B holoenzyme complex; activation, % at 11.4 µM; PKA-R2B holoenzyme dissociation, Cy5-IP20 fluorescence polarization; R2B truncated from residue 108, S112A mutant; 0% DMSO only, 100% 113 µM cGMP; 340,000 compounds, 0.079% hits;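 active = activation above a cutoff set at the mean over all compounds plus 3 SD, cut at about 18% in these data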;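 also: higher means more holoenzyme dissociation and a rise in polarization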
NSD2 HMT inh: blocks human histone methyltransferase NSD2. O96028. NSD2 peptide methylation, AlphaScreen, 120 min. inhibition, % at 12.5 µM. 310,000 compounds, 0.54% hits. AID 743445; in the data active = inhibition above about 50%
Starred values were filed as active, the others as inactive; · = no result given.

(1) COc1ccc(/C=C2\Oc3cc(OCC(=O)N4CCC[C@H]4C(=O)O)ccc3C2=O)c(OC)c1OC
(2) CC1CCN(C(C(=O)O)c2ccccc2)CC1 (configuration not stated)
(3) COc1ccc(C2=C(SC)CC2=NC(C)(C)C)cc1
(4) COc1cccc(CNC(=O)C2CCCN(S(=O)(=O)c3c(C)[nH]c(=O)[nH]c3=O)C2)c1 (configuration not stated)
(5) COc1ccccc1NS(=O)(=O)c1cccc(C(=O)NCC(c2ccc(F)cc2)N2CCOCC2)c1 (configuration not stated)
(6) COc1cccc(C2C3=C(N=c4s/c(=C\c5ccc(O)cc5)c(=O)n42)c2ccccc2CC3)c1OC (configuration not stated)
(7) COc1cc(C(=O)Nc2ccc3c(c2)C(=O)N(CCC(=O)O)C3=O)cc(OC)c1OC
(8) CCOc1cccc(C(=O)Nc2ccccc2N2CCN(C(=O)C(C)C)CC2)c1

entry no.,1,2,3,4,5,6,7,8
Keap1-Nrf2 PPI,-5,-7,0,-1,-8,1,-4,-2
LANA DNA inh,-0.3,-0.6,-0.6,-0.3,-0.3,1.4,-1.2,2.7
DAGLB inhibitor,-3,·,-3,0,2,0,2,-3
Arrestin-AP2 inh,20,-8,-4,-1,-7,2,2,-1
SR-BI uptake up,20,24,9,10,9,4,-59,-13
PKA-R2B act,0,·,3,-1,0,-1,-12,-1
RTF Ca sens inh,4,·,-5,-7,5,7,-5,-22
PvdQ inh,-1,-12,-11,-18,-11,7,-5,-12
SR-BI HDL uptake,-20,-24,-9,-10,-9,-4,59,13
NSD2 HMT inh,·,-10,0,·,·,0,3,-1

(9) COc1ccc(NC(=O)CN2C(=O)NC(C)(C3CC3)C2=O)c(OC)c1 (configuration not stated)
(10) Cc1nnc(C)n1/N=C/c1ccc(C(C)C)cc1
(11) O=C(O)CCC(=O)N1CCN(c2ccc(C(=O)c3ccc(F)cc3)cc2)CC1
(12) CN(CC(=O)Nc1ccc(Cl)c(C(F)(F)F)c1)C(=O)COC(=O)C1CC2CCCC(C1)C2=O (configuration not stated)
(13) CCCCCCCCc1c(O)nc(-n2[nH]c(C)c(CCO)c2=O)[nH]c1=O
(14) Cc1[nH]c2ccccc2c1C(=O)C(=O)N1CC=C(c2ccccc2)CC1
(15) COc1ccc(-c2nn(-c3ccccc3)cc2C(=O)NCCCn2ccnc2)cc1
(16) COc1ccc(C(C)NS(=O)(=O)Cc2ccccc2)cc1 (configuration not stated)

entry no.,9,10,11,12,13,14,15,16
Keap1-Nrf2 PPI,0,-6,6,2,-3,-6,1,-6
LANA DNA inh,-1.2,-1.0,0.2,4.4,-1.0,0.8,-0.9,-1.5
DAGLB inhibitor,-4,-1,-2,-1,8,0,-3,-5
Arrestin-AP2 inh,41,2,26,28,14,-10,31,8
SR-BI uptake up,24,6,-1,1,11,-11,-14,2
PKA-R2B act,-8,0,-4,2,-1,1,3,-12
RTF Ca sens inh,-2,-4,-5,6,-10,-23,26*,-2
PvdQ inh,5,-12,2,-2,-10,-24,15,5
SR-BI HDL uptake,-24,-6,1,-1,-11,11,14,-2
NSD2 HMT inh,1,-1,-1,-1,1,1,3,-1

Among those listed so far, 3 have fluorine:
(5) COc1ccccc1NS(=O)(=O)c1cccc(C(=O)NCC(c2ccc(F)cc2)N2CCOCC2)c1 (configuration not stated)
(11) O=C(O)CCC(=O)N1CCN(c2ccc(C(=O)c3ccc(F)cc3)cc2)CC1
(12) CN(CC(=O)Nc1ccc(Cl)c(C(F)(F)F)c1)C(=O)COC(=O)C1CC2CCCC(C1)C2=O (configuration not stated)

entry no.,5,11,12
Keap1-Nrf2 PPI,-8,6,2
LANA DNA inh,-0.3,0.2,4.4
DAGLB inhibitor,2,-2,-1
Arrestin-AP2 inh,-7,26,28
SR-BI uptake up,9,-1,1
PKA-R2B act,0,-4,2
RTF Ca sens inh,5,-5,6
PvdQ inh,-11,2,-2
SR-BI HDL uptake,-9,1,-1
NSD2 HMT inh,·,-1,-1

Continued.
(17) Cc1cc(C)c(/C=C2\C(=O)Nc3ccccc32)[nH]1
(18) [O-][n+]1c2ccccc2cc2ccccc21
(19) O=C(O)/C=C1\NC(=O)c2ccccc21
(20) O=C(N=Nc1c(O)[nH]c2ccccc12)c1cccc(S(=O)(=O)Nc2ccccc2Cl)c1
(21) Cc1cc(C)n(-c2nc3ccccc3n3c(C)nnc23)n1
(22) Cc1nn(CC(=O)NCc2cccc(F)c2)c(=O)c2cccn12
(23) CCC12CN3CCN(CC(C3)/C1=N\NC(=O)c1ccc(C(C)(C)C)cc1)C2
(24) Cc1ccc(N(C(=O)c2ccc(S(=O)(=O)N3CCCC3)cc2)C2C=CS(=O)(=O)C2)cc1 (configuration not stated)

entry no.,17,18,19,20,21,22,23,24
Keap1-Nrf2 PPI,2,-1,1,-4,0,-1,-3,-5
LANA DNA inh,8.8,1.8,0.4,-0.7,1.4,-0.2,-0.7,-1.0
DAGLB inhibitor,11,0,-2,12,-2,0,-5,1
Arrestin-AP2 inh,7,-5,4,7,2,-1,-2,-16
SR-BI uptake up,-19,-6,6,1,18,30,-2,12
PKA-R2B act,-3,-21,-2,2,0,-8,-4,3
RTF Ca sens inh,-183,1,-7,-3,8,0,-10,-2
PvdQ inh,-5,-20,-5,-14,-7,-8,-8,-13
SR-BI HDL uptake,19,6,-6,-1,-18,-30,2,-12
NSD2 HMT inh,·,·,0,2,-1,6,-3,-1

(25) COc1ccc(NC2CCCN(C(=O)c3ccccc3C(F)(F)F)C2)cc1 (configuration not stated)
(26) CN(CC(=O)NC1CCCCCCC1)S(=O)(=O)c1cnc[nH]1
(27) Cn1c(SCC(=O)c2cc(Cl)c(Cl)s2)nnc1-c1ccco1
(28) CC(=O)Nc1ccc(Sc2ncccc2C(=O)Nc2cc(Cl)cc(Cl)c2)cn1
(29) Nc1c(C=C2C=CC(=O)C=C2)c(=O)nc2sc(CC(=O)N3CCCC3)nn12
(30) CCNC(=S)N/N=C(\C)c1cccc([N+](=O)[O-])c1
(31) COc1cc2[nH]c(=O)n(Cc3ccc(C(=O)NCCCN4CCC(C)CC4)cc3)c(=O)c2cc1OC
(32) O=C(c1cc2c(s1)-c1ccccc1OC2)N1CCc2ccccc2C1

entry no.,25,26,27,28,29,30,31,32
Keap1-Nrf2 PPI,-4,2,32*,2,1,-5,-6,3
LANA DNA inh,-0.2,0.2,19,0.1,34,0.3,0.3,1.7
DAGLB inhibitor,0,-1,·,2,0,6,-3,-3
Arrestin-AP2 inh,-6,4,17,4,-14,-11,11,-4
SR-BI uptake up,25,24,-2,-30,38,-6,-22,-2
PKA-R2B act,-6,3,·,1,0,-16,3,-12
RTF Ca sens inh,-4,-1,·,5,-13,-15,0,-6
PvdQ inh,-15,10,-15,-7,-10,-9,-3,-12
SR-BI HDL uptake,-25,-24,2,30,-38,6,22,2
NSD2 HMT inh,6,-3,-4,5,8,3,8,·

(33) COc1ccc(CSC2=CS(=O)(=O)c3ccccc3N2)cc1
(34) NC(=O)CSc1nnc(CSc2ncccn2)n1-c1ccccc1
(35) O=C(CCC1CCCC1)Nc1ccc(Br)cn1
(36) CCn1c(-c2cc(C3CC3)nc3ccccc23)n[nH]c1=S
(37) CC(=O)Nc1ccc(OC(=O)c2cc3ccccc3oc2=O)cc1
(38) CC1OC(OC2C(Oc3c(-c4ccc(O)cc4)oc4cc(O)cc(O)c4c3=O)OC(COC3O[C@@H](C)[C@H](O)[C@@H](O)C3O)C(O)C2O)C(O)C(O)C1O (some centres not stated)
(39) COc1ccc(-c2nn(-c3ccccc3)cc2C(=O)N(C)CC(=O)Nc2ccccc2Br)cc1
(40) CN(C)c1ccc(NC(=O)CSc2nc3c(c(=O)[nH]2)CCCC3)cc1

entry no.,33,34,35,36,37,38,39,40
Keap1-Nrf2 PPI,-7,-3,-6,-5,-2,-2,1,-2
LANA DNA inh,-1.1,0.0,-0.2,-0.4,-0.2,2.5,-1.3,0.6
DAGLB inhibitor,2,-1,-7,3,-3,-3,-3,6
Arrestin-AP2 inh,10,5,0,-6,-7,7,5,2
SR-BI uptake up,10,-2,7,12,12,0,-30,16
PKA-R2B act,-2,-3,-7,-11,12,-2,-7,0
RTF Ca sens inh,5,0,-5,-3,-1,-4,-2,-11
PvdQ inh,10,-16,-17,-13,-9,-7,3,-12
SR-BI HDL uptake,-10,2,-7,-12,-12,0,30,-16
NSD2 HMT inh,12,11,0,5,1,·,0,-3

(41) O=C(OCC(=O)N1CCc2ccccc2C1)c1ccc(Cl)c([N+](=O)[O-])c1
(42) COC(=O)c1nnn(-c2nonc2N)c1CN1CCc2ccccc21
(43) O=C(O)CSc1ncccn1
(44) CC(CS(=O)(=O)c1ccc2c(c1)NC(=O)CS2)C(=O)NCc1ccccc1Cl (configuration not stated)
(45) CC(C)CN1C(=O)C(=O)N(CC(=O)N(C)CC(=O)Nc2ccc(Cl)c(C(F)(F)F)c2)C1=O
(46) O=C(CN1C(=O)/C(=C/c2ccccc2F)SC1=S)NC1C=CS(=O)(=O)C1 (configuration not stated)

entry no.,41,42,43,44,45,46
Keap1-Nrf2 PPI,-3,-4,2,-1,-1,-2
LANA DNA inh,-1.3,3.1,0.3,9.8,0.1,0.6
DAGLB inhibitor,-1,3,2,5,-4,-2
Arrestin-AP2 inh,2,12,0,-2,18,-4
SR-BI uptake up,-27,-1,·,5,20,-5
PKA-R2B act,0,-3,-8,-4,4,-8
RTF Ca sens inh,0,3,2,-9,6,0
PvdQ inh,5,0,7,-13,-2,-8
SR-BI HDL uptake,27,1,·,-5,-20,5
NSD2 HMT inh,0,0,-2,55*,-6,-6

Given field by field: entries from further up
(45) CC(C)CN1C(=O)C(=O)N(CC(=O)N(C)CC(=O)Nc2ccc(Cl)c(C(F)(F)F)c2)C1=O
  Keap1-Nrf2 PPI = -1 | LANA DNA inh = 0.1 | DAGLB inhibitor = -4 | Arrestin-AP2 inh = 18 | SR-BI uptake up = 20 | PKA-R2B act = 4 | RTF Ca sens inh = 6 | PvdQ inh = -2 | SR-BI HDL uptake = -20 | NSD2 HMT inh = -6

(44) CC(CS(=O)(=O)c1ccc2c(c1)NC(=O)CS2)C(=O)NCc1ccccc1Cl (configuration not stated)
  Keap1-Nrf2 PPI = -1 | LANA DNA inh = 9.8 | DAGLB inhibitor = 5 | Arrestin-AP2 inh = -2 | SR-BI uptake up = 5 | PKA-R2B act = -4 | RTF Ca sens inh = -9 | PvdQ inh = -13 | SR-BI HDL uptake = -5 | NSD2 HMT inh = 55*
